# Compound activity from PubChem BioAssay.
# NPR2 activator: GC-B (human) receptor activation; P20594; HEK293-GC-B cells, CNP EC30, cGMP TR-FRET; 0% at EC30 CNP, 100% saturating CNP; activation, % at 10 µM; 370,000 tested, 0.11% active; AID 1920062;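 active means activation at 10 µM reaching about 35% in either raw or pattern-adjusted values, limit read from the data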
# ABHD4 inh: inhibits mouse alpha/beta hydrolase domain 4; AID 720543; inhibition, % at 8.92 µM; purified mABHD4, FP-Rh probe fluorescence polarization; Q8VD66; 370,000 tested, 0.54% active;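 active means inhibition exceeding the mean over every tested compound plus 3 SD, cut at about 30% in these data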;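 further: 0% = plate median of compound wells and 100% = S159A mutant with DMSO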
# Target sequence (Q8VD66 whole entry, looked up, the tested form may be a part): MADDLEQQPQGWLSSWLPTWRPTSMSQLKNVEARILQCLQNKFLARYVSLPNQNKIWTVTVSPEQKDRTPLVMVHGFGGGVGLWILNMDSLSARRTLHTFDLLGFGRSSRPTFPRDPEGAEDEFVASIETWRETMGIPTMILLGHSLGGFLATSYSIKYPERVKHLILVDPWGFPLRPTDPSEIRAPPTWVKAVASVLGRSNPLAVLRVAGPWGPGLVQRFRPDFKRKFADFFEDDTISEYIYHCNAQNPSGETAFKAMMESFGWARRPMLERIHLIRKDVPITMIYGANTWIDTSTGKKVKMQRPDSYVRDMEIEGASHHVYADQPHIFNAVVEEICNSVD
#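 Assay system: Wild-type mouse ABHD4 protein | Medium: HEPES pH 7.0 buffer, 150 mM NaCl, 0.01% Pluronic F-127 | Incubation: Enzyme–compound pre-incubation 45 min, then probe 60 min, both 25 °C | Technique: Fluorescence polarization with parallel and perpendicular emission, 525/598 nm | Evaluation: % inhibition of FP-Rh probe binding versus controls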
# PRMT1 inh: PRMT1 (human) inhibition, primary screen; inhibition, % at 2.79 µM; Q99873; 370,000 tested, 1.3% active; recombinant PRMT1, activity-based probe fluorescence polarization;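 active means inhibition above about 21% made by adding two undisclosed values, limit read from the data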
# MBD2 DNA inh: MBD2-methylated oligo binding inhibition | Q9UBB5 | TR-FRET, MBD2 binding to methylated oligonucleotide | inhibition, % at 4.4 µM | 370,000 tested, 0.31% active; in the data active means inhibition above about 13%
# LEDGF integ inh: blocks HIV-1 LEDGF/p75-dependent DNA integration. TR-FRET IN-LEDGF/p75 DNA integration, Eu/Cy5. inhibition, % at 3.7 µM. 370,000 tested, 0.64% active;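 active means inhibition above the screen-wide mean plus 3 SD, cut at about 13% in these data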;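 further: signal is the Cy5 over europium emission ratio at 671 and 618 nm; 0% = plate median of compound wells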
# TDP2 absorb: TDP2 (human) inhibition, absorbance primary screen | O95551 | recombinant TDP2, T5PNP hydrolysis, p-nitrophenol absorbance 415 nm | inhibition, % at 12.8 µM | 370,000 tested, 0.34% active;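 active means inhibition above the mean of all tested compounds plus 3 SD, set per campaign, cut at about 25% in these data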;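 further: 0% = DMSO with enzyme and 100% = buffer with substrate but no TDP2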
#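 Incubation: 2 h at 37 °C; Test system: recombinant human TDP2; Quantity: enzyme 120 nM; Read-out basis: percent inhibition; Medium: 50 mM Tris-HCl pH 7.5 with Mg2+, KCl, DTT, BSA; Repeats: single replicate; Compound: 12.8 µM single point, 1% DMSO; Signal: epi absorbance; Reagent: 5 mM T5PNP chromogenic substrate; Benchmarks: no-enzyme high, DMSO-plus-enzyme low.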
# HTRA1 inh: blocks human HTRA1 serine peptidase; Q92743; recombinant HTRA1, FP-rhodamine activity-based probe, fluorescence polarization; inhibition, % at 5.96 µM; 340,000 tested, 0.5% active; AID 504803; in the data active means inhibition above about 36%;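 further: 0% = enzyme with DMSO and 100% = wells lacking enzyme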
# Target sequence (Q92743 whole entry, looked up): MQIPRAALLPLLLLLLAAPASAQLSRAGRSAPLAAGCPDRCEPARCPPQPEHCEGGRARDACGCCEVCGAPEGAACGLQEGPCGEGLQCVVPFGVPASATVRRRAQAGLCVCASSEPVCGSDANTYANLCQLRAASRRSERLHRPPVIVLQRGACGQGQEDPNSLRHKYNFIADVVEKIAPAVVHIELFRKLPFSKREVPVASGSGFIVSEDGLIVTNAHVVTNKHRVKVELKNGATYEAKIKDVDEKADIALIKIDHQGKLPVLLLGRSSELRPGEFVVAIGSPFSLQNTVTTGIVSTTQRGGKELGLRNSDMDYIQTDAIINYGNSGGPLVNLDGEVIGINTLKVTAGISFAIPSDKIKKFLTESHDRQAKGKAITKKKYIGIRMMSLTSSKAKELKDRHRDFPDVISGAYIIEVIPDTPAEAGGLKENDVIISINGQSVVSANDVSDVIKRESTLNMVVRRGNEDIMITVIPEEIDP
# TCR CD3 inh: human TCR-CD3 binding inhibition; TAMRA-labeled TCR probe fluorescence, biochemical; inhibition, % at 9.4 µM; 360,000 tested, 0.37% active; in the data active means inhibition above about 19%;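 further: recombinant mutant TCR 2C K166C tagged with TAMRA read by polarization; 0% = receptor in buffer alone and 100% = receptor with positive control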
# SIAE primary: blocks human sialic acid acetylesterase; Q9HAT2; SIAE FP-Rh probe binding, fluorescence polarization; inhibition, % at 9.66 µM; 370,000 tested, 0.69% active; AID 1053197;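 active means inhibition above a cutoff: mean of compounds within the control limits plus 3 SD of those, cut at about 17% in these data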;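 further: 0% = plate median of compound wells and 100% = probe without SIAE protein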
# rCAG binder: binds r(CAG) RNA repeats | r(CAG) RNA repeat, TO-PRO-1 dye displacement fluorescence | inhibition, % at 3 µM | 370,000 tested, 1.3% active | AID 651821;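 active means inhibition above the plate cutoff, the mean of all test compounds on that plate plus 3 SD, cut at about 35% in these data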;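 further: 0% = DMSO alone and 100% = 100 µM mitoxantrone as full dye displacement; higher means more dye released from RNA so lower well fluorescence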
# * = called active by the depositor; / = not tested or not shown. The list is partial; count on the stated rates, not on these rows.
# Value order – NPR2 activator	ABHD4 inh	PRMT1 inh	MBD2 DNA inh	LEDGF integ inh	TDP2 absorb	HTRA1 inh	TCR CD3 inh	SIAE primary	rCAG binder
O=C1C(=O)N(CCN2CCOCC2)C(c2cccc(Cl)c2)/C1=C(\O)c1ccc2c(c1)OCCO2 (stereo not given)
  4	7	-1	-1	1	6	2	-5	-2	14
Cc1cccc(N2CCN(C(=O)COc3noc4nc(C)cc(C)c34)CC2C)c1 (stereo not given)
  -6	-1	0	-3	1	-3	-3	0	-11	-1
Cc1ccc(NC(=O)CNC(=O)c2ccc(C)o2)cc1
  -10	3	0	3	-1	8	3	-7	-2	-2
C[C@H]1COC(=O)[C@H](Cc2ccc(F)cc2)C/C=C\C[C@H](CC(=O)N(CCO)Cc2ccccc2)C(=O)N1
  2	2	-1	-2	-1	8	2	2	2	-9
COc1ccc(C2=NOC(C(=O)NC3CCCCC3)C2)cc1OC (stereo not given)
  -4	-9	-2	2	1	-3	6	4	0	0
Cc1nc(C(=O)O)cc([N+](=O)[O-])c1C
  -7	0	-3	-4	3	4	3	6	1	2
Cc1ccnc(NC(=O)Cn2c(=O)oc3cc(S(=O)(=O)N4CCCC4)ccc32)c1
  3	-1	5	3	0	-3	-3	-5	-1	1
COc1cccc(-c2nn(-c3ccccc3)cc2CN(C)Cc2ccno2)c1
  2	-6	0	3	0	2	-45	3	-7	-2
COCCNC(=O)C1(C)CCN(C(=O)c2cc(C)nn2C(C)(C)C)C1 (stereo not given)
  2	4	3	2	-3	4	/	0	6	0
CCOC(=O)C1CCN(C(=O)c2ccc3c(c2)C(=O)N(c2ccccc2C)C3=O)CC1
  2	-1	-2	-1	-2	-4	1	-2	1	-9
Cc1cccc(C)c1-n1nnnc1C1(C)CCC(=O)N1Cc1cccnc1 (stereo not given)
  -3	0	-1	-3	2	7	/	3	3	0
COc1ccc(C(=O)CC(=O)C(=O)Nc2cc(C)ccc2C)cc1
  -2	4	-1	-5	3	16	-3	-5	-1	11
Cn1c(SCC(=O)c2ccc(F)cc2)nc2cccnc21
  3	2	3	0	-2	-10	2	11	0	-2
CCc1ccccc1N1CC(C(=O)O)CC1=O (stereo not given)
  -2	3	3	1	-1	4	-1	0	1	0
CCc1nn(CCCC(=O)N2CCC(C)CC2)c(=O)c2cc3occc3n12
  -6	2	-2	-4	2	3	-1	-3	-1	-4
CC(=O)Oc1ccc(Cn2c(C)c(C(=O)NCCC#N)sc2=O)cc1
  5	-1	-4	-4	-4	9	/	3	0	-1
CC(Sc1nnc(-c2cccnc2)n1N)C(=O)NCCC1=CCCCC1 (stereo not given)
  3	-4	-2	2	4	-10	2	6	-3	1
Cc1cccn2c(=O)c3cc(C#N)c(=O)n(-c4c(C)n(C)n(-c5ccccc5)c4=O)c3nc12
  5	6	-3	-9	-3	-22	5	-1	-5	-2
N#CC1=C(c2ccccc2)/C(=C/c2ccccc2)OC1=O
  11	6	-1	2	0	21	10	6	5	7
O=c1[nH]c(=O)n(C2OC(CO)C(O)C2O)cc1N1CCOCC1 (stereo not given)
  -1	0	3	2	2	9	5	-1	9	0
C=CCNc1nc(-c2ccc([N+](=O)[O-])cc2)cs1
  -2	0	0	-3	-1	-6	3	1	4	4
O=c1cc(-c2ccccc2)oc2cc(O)cc(O)c12
  -9	-28	-8	-6	4	-9	-23	-3	-12	10
S=c1[nH]nc(COc2ccccc2)n1/N=C/c1cccc(Br)c1
  -3	-16	17	1	1	12	-6	1	3	42*
Cc1c(Cl)cccc1NC(=O)CCN1CCN(CCO)CC1
  4	-11	-4	-1	5	-8	4	5	-4	1
CC(Sc1nnc(-c2cccnc2)n1N)C(=O)Nc1ccc2c(c1)OCCO2 (stereo not given)
  1	4	-1	-2	3	0	2	-1	13	5
CC(CNC(=O)CCS(=O)(=O)c1ccc2c(c1)oc(=O)n2C)c1ccccc1 (stereo not given)
  -10	1	2	-5	-2	6	4	3	-1	-4
Cc1ncc(CO)c2c1Oc1nc(-c3ccccc3)nc(SCC(=O)N3CCCCC3)c1C2
  -1	-8	2	5	7	-9	-58	-2	-22	19
S=c1[nH]nc(CN2CCCCC2)n1-c1ccc(Cl)cc1
  4	0	1	-1	1	8	4	5	0	0
COC(=O)C1=CN(c2cc(C)cc(C)c2)C=C(C(=O)OC)C1c1cccc(F)c1
  -1	6	-5	-2	0	-7	2	8	1	0
COc1cc(OC)c2ccc(=O)oc2c1C(CCN1CCCC(C)C1)c1ccc2c(c1)OCO2 (stereo not given)
  -24	-2	-2	-6	1	12	-7	5	4	9
Cc1nn(-c2ccccc2)c2nc(-c3ccncc3)cc(C(=O)NCc3ccco3)c12
  4	-20	10	0	-3	-8	-24	3	-19	15
COc1ccc(-n2nc(C(=O)NCC(=O)N3CCN(c4ccccc4OC)CC3)c3ccccc3c2=O)cc1OC
  12	2	0	2	3	6	-5	1	2	0
O=C(NCc1ccc(F)cc1)C1CCC(CNc2c(N3CCCCC3)c(=O)c2=O)CC1 (stereo not given)
  5	3	0	1	-4	5	3	0	9	-2
C=CCN=C1NC(c2cccc(C(F)(F)F)c2)C(C(=O)OC)=C(C)N1Cc1ccccc1C(F)(F)F (stereo not given)
  -13	14	-6	-2	5	-5	/	0	8	0
Cc1c(Cl)cnc(NC(=O)COC(=O)[C@@H](NC(=O)c2ccco2)C(C)C)c1Cl
  2	14	16	-1	0	9	15	2	0	11
Cc1ccc2cc(CN(C(=O)c3ccco3)c3cccc(C)c3C)c(=O)[nH]c2c1
  -3	0	6	2	-2	-3	-7	-8	-6	-2
O=C(Cn1nnc(-c2ccccc2NC(=O)C2CC2)n1)NC1CCCCC1
  -8	6	1	-4	0	-4	4	-4	-3	-1
COc1ccc2c(COC(=O)c3ccc(C)c(S(=O)(=O)N4CCOCC4)c3)cc(=O)oc2c1
  3	6	0	-9	2	2	-9	4	-10	11
COc1ccc(NC(=O)CCSCCC(=O)Nc2ccc(OC)cc2OC)c(OC)c1
  -3	-1	0	0	0	-10	6	-4	8	6
Cn1nc(C(F)(F)F)c2cc(C(=O)Nc3ccc(Cl)cc3)sc21
  4	2	-4	-6	0	3	-14	3	-77	-1
CC(NC(=O)CC12CC3CC(CC(C3)C1)C2)C(=O)O (stereo not given)
  -3	1	-2	-5	0	7	-2	-10	1	-2
COc1ccc(CN(C(=O)c2ccccc2OC)C2CCS(=O)(=O)C2)cc1 (stereo not given)
  -6	-2	1	1	4	5	4	2	-5	-1
CC(CNC(=O)c1ccc(-c2ccccc2)cc1)CN(C)C (stereo not given)
  -3	0	-6	0	-2	-3	1	0	-5	-1
CCN(CC)S(=O)(=O)c1cccc(-c2nnc(SCCCC(=O)c3ccccc3)o2)c1
  2	-12	7	8	4	-6	-20	4	-15	7
Nc1ccc(S(=O)(=O)NCC(=O)OCCOc2ccccc2)cc1[N+](=O)[O-]
  -4	0	-1	0	0	-1	-12	-1	3	9
COc1ccc(C)cc1NC(=O)c1ccc2c(c1)OCO2
  3	-5	0	3	-3	-1	-2	5	-9	-2
CC(C)(Cc1ccccc1)/[N+]([O-])=C\c1ccc(C(F)(F)F)cc1
  -1	-5	-2	5	0	-2	1	1	2	-3
CN(C(=O)c1ccc(NC(=O)C2CCN(C(=O)OC(C)(C)C)CC2)cc1)C1CCC1
  2	6	-4	0	-1	-4	-1	-1	-1	-12
Cc1cc(=O)c(C(=O)OC(C)C(=O)NC(N)=O)nn1-c1ccc(Cl)cc1 (stereo not given)
  -1	-5	0	4	6	-19	2	-8	4	-4
CC(C)(C)C(=O)Nc1nc2ccc(S(C)(=O)=O)cc2s1
  0	-5	-1	-1	1	-1	-1	0	2	1
O=C(C(=O)N1CCN(c2ccc([N+](=O)[O-])cc2)CC1)c1cn(CC(=O)N2CCOCC2)c2ccccc12
  3	5	-2	-4	1	1	2	5	7	1
CCCOc1ccc(C2C(C(=O)c3ccco3)=C(O)C(=O)N2CCCn2ccnc2)cc1 (stereo not given)
  7	6	0	-4	-1	-8	-3	6	3	1
c1ccc(C2CC(c3cccs3)n3nnnc3N2)cc1 (stereo not given)
  -7	-24	5	12	2	-1	-5	-2	-11	0
COc1ccc(C(=O)n2cnc3ccccc32)cc1
  -4	-7	0	6	-9	-3	8	-4	7	-3
O=C1NC(=O)C(=C2CCOC2=O)N1
  0	1	1	-1	1	1	0	3	-4	2
CC/C(=N\NC(=O)CNC(=O)/C=C/c1ccco1)c1ccccc1
  -2	1	3	2	2	10	-1	4	-4	5
COc1cccc(-c2ccc3c(N)c(C(=O)NC4CC4)sc3n2)c1
  -8	-8	13	-3	5	-1	-5	0	-3	8
C=CCN(CC=C)CCOc1cccc(Oc2ccccc2)c1
  -5	13	1	1	4	8	-12	8	4	-9
O=C(NCC1CCCO1)C1CCCN(S(=O)(=O)c2cccc3nsnc23)C1 (stereo not given)
  4	-1	0	-2	-1	3	10	1	0	-1
OC[C@@H]1CN(Cc2cccs2)C[C@H](n2cnc3c(NC4CCC4)ncnc32)O1
  0	6	-2	3	0	10	/	-5	0	0

# Following part:
# Value order – NPR2 activator	ABHD4 inh	PRMT1 inh	MBD2 DNA inh	LEDGF integ inh	TDP2 absorb	HTRA1 inh	TCR CD3 inh	SIAE primary	rCAG binder
COc1cc(C(=S)N2CCCC2)ccc1OCc1ccc(C)cc1
  7	-7	6	1	3	-5	-5	6	1	-5
COc1cccc(-c2nc(CS(=O)(=O)CC(=O)NCCCN3CCN(C)CC3)c(C)o2)c1
  3	-5	4	7	0	-5	1	-5	-7	-3
Cn1c(SCc2nc(-c3ccc(Cl)cc3)no2)nnc1-c1cccs1
  -7	-1	-1	-2	0	-1	-7	-1	-6	-2
O=C(NCc1cccs1)c1ccc2sc([C@@H]3O[C@H](CO)[C@H](O)[C@H](O)[C@H]3O)nc2c1
  -2	1	-2	-3	33*	-7	/	-2	4	1
Cc1cc(C(=O)NNC(=S)NC(C)c2ccccc2)cs1 (stereo not given)
  4	4	-2	2	-2	-9	3	2	3	3
CS(=O)(=O)Nc1ccc(C2=NN(S(C)(=O)=O)C(c3ccc4c(c3)OCO4)C2)cc1 (stereo not given)
  -4	-19	-2	-9	-2	0	-14	4	-8	4
O=C(Nc1cccc(C(=O)N2CCOCC2)c1)c1ccccc1
  -1	0	-4	-3	2	-3	-11	5	-3	-3

# Only LEDGF integ inh (2 entries from above):
smiles	LEDGF integ inh
O=C(NCc1cccs1)c1ccc2sc([C@@H]3O[C@H](CO)[C@H](O)[C@H](O)[C@H]3O)nc2c1	33*
O=C(Nc1cccc(C(=O)N2CCOCC2)c1)c1ccccc1	2
